# Bioassay records deposited in PubChem BioAssay by several laboratories.
# LMP1 NFkB inh: inhibitors of Epstein-Barr LMP1-induced NF-kappaB reporter; LMP1-induced NF-kappaB luciferase reporter cells, luminescence; inhibition, % at 12.5 µM; hit rate 0.69% among 350,000; AID 504558; in the data active = inhibition above about 41%;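 also: 0% = neutral control wells and 100% = reference inhibitor control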
# TLR9-MyD88 block: TLR9-MyD88 interaction inhibition. Q9NR96+Q99836. CHO BLA complementation TLR9-MyD88, CCF4 FRET ratio. hit rate 0.21% among 340,000. inhibition, % at 4.98 µM;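 active = inhibition above the mean over all tested compounds plus 3 SD, cut at about 21% in these data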;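 also: 0% = DMSO only wells and 100% = clavulanate BLA inhibitor control wells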
# MC4R antag cAMP: blocks human MC4R cAMP signaling | hit rate 0.48% among 360,000 | inhibition, % at 6.5 µM | AID 540295 | MC4R-expressing cells, MTII-stimulated cAMP, LANCE TR-FRET;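 active = inhibition above its plate's cutoff, the mean of tested wells on that plate plus 3 SD, cut at about 29% in these data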;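 also: 0% = Melanotan II alone and 100% = Melanotan II plus saturating MCL0020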
#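 Assay system: human MC4R-expressing U2OS cells; reagent: Melanotan II stimulation of cells; dosing: 6.5 µM single dose; timing: compound 30 min, challenge 1 h, detection 1 h; signal: TR-FRET cAMP assay; replicates: one well per compound, no replicates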
# NOD2-RIPK2 inh: blocks binding of human NOD2 to RIPK2; O43353; CHO BLA complementation NOD2-RIPK2, CCF4 ratio; inhibition, % at 4.98 µM; hit rate 0.38% among 360,000; AID 624267; in the data active = inhibition above about 21%;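 also: 0% = vehicle only and 100% = reference blocker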
# Target sequence (O43353 whole entry, looked up): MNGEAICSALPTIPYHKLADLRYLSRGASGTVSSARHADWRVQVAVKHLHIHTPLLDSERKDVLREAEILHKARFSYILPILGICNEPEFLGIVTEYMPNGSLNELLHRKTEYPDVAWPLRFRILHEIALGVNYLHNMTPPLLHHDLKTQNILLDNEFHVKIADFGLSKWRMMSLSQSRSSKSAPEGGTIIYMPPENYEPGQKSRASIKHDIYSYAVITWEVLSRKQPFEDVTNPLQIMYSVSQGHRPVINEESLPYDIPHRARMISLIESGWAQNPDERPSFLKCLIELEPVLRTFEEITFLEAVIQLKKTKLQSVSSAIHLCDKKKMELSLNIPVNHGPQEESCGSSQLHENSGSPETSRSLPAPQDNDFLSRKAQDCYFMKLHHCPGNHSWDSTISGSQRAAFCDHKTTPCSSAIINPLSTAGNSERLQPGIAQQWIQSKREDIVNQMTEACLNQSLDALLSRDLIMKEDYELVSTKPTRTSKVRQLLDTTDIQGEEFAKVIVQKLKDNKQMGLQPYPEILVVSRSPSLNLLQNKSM
# LRH-1 inv ag: inverse agonists of human LRH-1 (NR5A2); AID 602396; hit rate 0.13% among 360,000; inhibition, % at 3.6 µM; HEK293T StAR-luciferase reporter, LRH-1 transfected, 24 h; O00482;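 active = inhibition above the mean inhibition of all tested compounds plus 3 SD, cut at about 73% in these data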;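 also: 0% = DMSO wells and 100% = reporter-only cells lacking LRH-1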
# SRC3 inh: human NCOA3 inhibition. HEK293 GAL4-SRC3 luciferase reporter, luminescence. AID 588352. hit rate 0.17% among 360,000. inhibition, % at 3.6 µM. Q9Y6Q9;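 active = inhibition above a per-campaign cutoff, the mean of all compounds plus 3 SD, cut at about 60% in these data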;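 also: 0% = DMSO-treated cells and 100% = gossypol-treated cells at 36 µM; higher means less SRC3-driven luciferase light from the GAL4 reporter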
# MC4R ag barr: human MC4R agonism via beta-arrestin. AID 540308. activation, % at 8.9 µM. U2OS MC4R beta-arrestin complementation, luminescence; percent of melanotan II response, DMSO zero. P32245. hit rate 0.98% among 360,000;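 active = activation above a per-plate cutoff, the mean activation of sample wells on that plate plus 3 SD, cut at about 8% in these data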
# NCOA2 inhibitor: inhibits human steroid receptor coactivator 2; Q15596; HEK293 GAL4-SRC2 luciferase reporter, luminescence; inhibition, % at 9 µM; hit rate 0.17% among 370,000;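 active = inhibition above the mean inhibition of all tested compounds plus 3 SD, set per campaign, cut at about 52% in these data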;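 also: 0% = DMSO treated cells and 100% = cells given Gossypol at 36 µM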
# ABHD5 PLIN5 PPI: inhibitors of human ABHD5-perilipin-5 interaction. Q00G26+Q8WTS1. Split G. princeps luciferase complementation, luminescence, 4 h. inhibition, % at 4 µM. hit rate 0.78% among 360,000. AID 602281;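 active = inhibition above the mean inhibition across every tested compound plus 3 SD, cut at about 22% in these data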;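 also: 0% = DMSO only wells and the 100% control is not disclosed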
# SRC1 inh: inhibits human SRC1 coactivator. HEK293 GAL4-SRC1 luciferase reporter, luminescence. inhibition, % at 3.6 µM. hit rate 0.12% among 360,000. AID 588354;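 active = inhibition above the campaign mean plus 3 SD, with each screening campaign given its own cutoff, cut at about 60% in these data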;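 also: 0% = DMSO treated cells and 100% = gossypol at 36 µM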
# NR2F2 inh: inhibitors of human COUP-TFII (NR2F2). HEK293T NGFI-A luciferase reporter, luminescence. inhibition, % at 8.6 µM. hit rate 0.7% among 370,000;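 active = inhibition above a per-plate cutoff, mean inhibition of test wells between control levels plus 3 SD, cut at about 38% in these data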;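 also: cells cotransfected with COUP-TFII expression vector driving the NGFI-A reporter; 0% = median of COUP-TF2 test wells and 100% = reporter-only cells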
# Target sequence (P24468 whole entry, looked up): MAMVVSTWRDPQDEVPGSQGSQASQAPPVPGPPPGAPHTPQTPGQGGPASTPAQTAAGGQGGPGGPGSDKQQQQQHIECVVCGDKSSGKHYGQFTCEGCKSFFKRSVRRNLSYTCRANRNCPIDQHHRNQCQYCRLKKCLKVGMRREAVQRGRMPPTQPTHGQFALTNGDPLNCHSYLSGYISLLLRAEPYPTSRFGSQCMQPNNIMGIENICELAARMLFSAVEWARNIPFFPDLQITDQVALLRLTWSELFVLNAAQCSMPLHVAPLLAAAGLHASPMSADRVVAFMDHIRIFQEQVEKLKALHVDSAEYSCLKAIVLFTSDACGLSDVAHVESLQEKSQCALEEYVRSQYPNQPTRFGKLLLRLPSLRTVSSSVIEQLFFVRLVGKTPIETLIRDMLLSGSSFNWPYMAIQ
# * marks the source's active call; other numbers are inactive results; x = no result given.
SMILES,LMP1 NFkB inh,TLR9-MyD88 block,MC4R antag cAMP,NOD2-RIPK2 inh,LRH-1 inv ag,SRC3 inh,MC4R ag barr,NCOA2 inhibitor,ABHD5 PLIN5 PPI,SRC1 inh,NR2F2 inh
CCOC(=O)c1[nH]nc(N)c1NC(=O)c1ccc(Cl)cc1Cl,-7,1,-2,-11,12,-4,-1.2,-6,-3,-33,-1
CCC(C(=O)Nc1cc(C(=O)Nc2cc(C)ccn2)ccc1Cl)c1ccccc1 (stereo unspecified),3,3,6,-5,-2,-9,-0.9,9,-1,-8,-10
CCC(C)NC(=O)c1ccc(NC(=O)C2=C(C)OCCS2)cc1 (stereo unspecified),2,-2,8,-3,9,-3,-1.6,9,1,-11,-18
O=Cc1cccc(OCc2cccc3ccccc23)c1,-15,3,-24,14,-85,-74,-2.4,-50,-4,-45,-34
CC(C)(C)c1ccc(CC(=O)N2CCC2(C)C(=O)Nc2ccc(F)cc2F)cc1 (stereo unspecified),x,x,-1,-6,-3,9,1.7,-17,-10,30,23
CSc1cccc(NC(=O)CCCNC(=O)c2ccc(Cl)cc2)c1,-5,-2,-4,-1,3,-3,-3.2,6,12,1,2
CCN(CC)C(=O)C1=C(C)N(CCC2=CCCCC2)C(=O)C(CC(=O)NCc2cccs2)C1 (stereo unspecified),-2,-6,11,0,-4,-11,1.5,0,2,8,-4
Cc1ccc(O)c(-c2cc(C(F)(F)C(F)F)nc(-c3ccccc3)n2)c1,5,-12,10,-4,8,15,0.0,-18,5,2,-9
Cc1ccc(S(=O)(=O)NCc2ccc(C(=O)N3CCN(c4ccccc4)CC3)cc2)cc1,3,-6,-2,-1,20,10,0.2,2,7,9,5
CCOc1cc2[nH]c(=O)n(Cc3ccccc3)c(=O)c2cc1OCC,9,11,0,-9,11,-17,0.8,-40,-5,-2,-2
CCN(CC)S(=O)(=O)c1ccc(NC2CCN(Cc3ccccc3)CC2)nc1,0,4,15,0,-13,-2,1.8,-21,4,-11,11
COc1cc(CN2CCC(Cc3ccccc3)CC2)cc(OC)c1OC,3,-2,-3,8,-4,10,-1.4,-9,2,-41,-1
Cc1ccc(NC(=O)C(C)N2CCN(C)CC2)cc1S(=O)(=O)N1CCOCC1 (stereo unspecified),0,1,6,-4,-3,30,0.9,14,0,3,15
O=C(Nc1cccc(Cl)c1)Nc1nnc(-c2ccncc2)s1,11,-2,7,4,5,52,-1.4,23,6,43,9
Cc1ccc(S(=O)(=O)N2CCN(C(=O)c3cc4c(s3)CCCC4)CC2)c(C)c1,4,-14,4,1,-9,-9,0.9,1,-5,10,-15
COc1cc(OC)cc(C(=O)Nc2cccc(NC(=O)c3cccs3)c2)c1,6,2,6,-1,21,7,-1.3,1,0,-5,9
CCN(CC(=O)Nc1ccc(NC(C)=O)cc1)C(=O)c1cccc(N2C(=O)c3ccccc3C2=O)c1,-8,9,1,-3,13,19,-1.1,-27,-3,5,2
CCNC(=S)N/N=C/c1ccc(OCc2ccc(C(=O)OC)cc2)cc1,-2,-3,7,-2,-1,8,2.6,-3,8,6,4
O=C1NCCN(Cc2cccc(Oc3ccccc3)c2)C1CC(=O)N1CCCCO1 (stereo unspecified),6,-9,1,0,8,11,1.4,17,1,12,10
CCCCN(CC)CCCNC(=O)c1cc2cc3ccc(OC)cc3nc2o1,-1,-20,11,0,-22,-7,-1.1,13,0,-10,-4
Cc1onc(-c2ccccc2)c1NC(=O)Nc1ccc(OC(F)F)cc1,x,x,0,-13,-2,-6,-1.4,18,-8,-9,2
CCOc1ccc(NC(=O)CC(C)S(=O)(=O)c2ccc3c(c2)NC(=O)CO3)cc1 (stereo unspecified),-5,-1,0,-17,-1,1,-1.8,3,-1,0,-2
CCOc1ccc(-c2nnc3ccc(SCC(=O)Nc4cc(C)on4)nn23)cc1,-12,2,-2,-1,11,14,-0.8,-1,3,-17,5
CC(C)OCCCNC(=O)Cc1ccc(Br)cc1,2,0,14,-6,0,15,0.2,9,0,-17,-13
COc1ccc(OC)c(NC(=O)c2ccc3c(c2)CCN3S(C)(=O)=O)c1,3,-4,0,-1,-4,-13,-2.0,6,4,18,-20
O=C(CCCCCCC(=O)c1ccccc1)c1ccccc1,-8,2,-2,-3,14,7,-1.3,-19,11,6,8
Cc1ccc(CCN2C(=O)CCC2(C)C(=O)NCc2cccnc2)cc1 (stereo unspecified),-19,0,1,-2,6,10,-1.6,-9,-2,9,1
Cn1ncc2c(N3CCOCC3)ncnc21,4,-8,6,1,0,3,0.0,-15,-8,-8,6
COc1ccccc1-c1cc(-c2ccc(O)cc2)nc(N)c1C#N,-6,-5,-4,1,32,-11,1.3,-12,-11,-6,-11
COc1cc2c(c(OC)c1OC)C(c1ccc(O)cc1)CC(=O)O2 (stereo unspecified),0,-7,4,-15,-13,-3,-0.1,9,-3,0,-7
COc1ccc(C(=O)C(C)N(C(=O)c2ccc(Cl)cc2Cl)N2C(=O)C3C4C=CC(C4)C3C2=O)cc1 (stereo unspecified),12,-8,8,-1,-12,4,2.4,-22,-8,-31,-9
COc1ccc(C#Cc2c(C=O)n(C)c3ccccc23)cc1,-1,5,3,6,2,-1,0.6,-20,5,-8,-34
CCOC(=O)C1=C(O)C(=O)NC(c2ccccc2)=C(OC2CCCCC2)C1,2,2,12,-7,-5,-1,5.0,18,0,-6,-33
COc1ccc(N(Cc2cc3ccc(C)cc3[nH]c2=O)C(C)=O)cc1,6,-1,-3,-3,9,5,-1.0,4,0,1,1
S=C(Nc1cccnc1)NC1CCCCCCC1,10,-2,-2,-1,19,12,-1.0,-7,-2,0,-1
Cn1c(SCc2nc3ccccc3[nH]2)nnc1-c1cnccn1,3,3,3,-6,-9,7,-1.4,-15,5,-5,6
Nc1ccccc1C(=O)C[C@H](N)C(=O)O,-2,-3,-1,2,14,2,-0.2,-5,-5,-6,12
CC(OC(=O)CCc1cc(C(C)(C)C)c(O)c(C(C)(C)C)c1)C(=O)NC1CC1 (stereo unspecified),-1,-8,-1,-1,-4,-35,1.3,0,-7,-18,12
COc1ccc([N+](=O)[O-])cc1NC(=O)Cc1ccccc1Cl,0,9,8,6,6,11,-1.2,-2,4,-12,5
COCCN1C(=O)CN(S(C)(=O)=O)CC1(C)C(=O)NCc1ccccc1 (stereo unspecified),x,x,x,-12,0,x,x,11,-6,x,12
C=CCSc1nnc(CSc2nc3sc4c(c3c(=O)[nH]2)CCCC4)n1-c1ccccc1,21,-4,10,-1,2,-13,-0.7,-4,1,-3,7
COc1ccccc1C(=O)NNC(=O)C(=O)NCc1ccccc1,1,-4,4,-2,13,11,-2.0,3,1,6,15
O=C(CSc1nncc2ccccc12)Nc1ccc(C(=O)O)cc1,-2,-7,1,2,3,-22,0.4,-2,-11,-35,-6
CC(C)(C)c1nc2scc(-c3ccc(Br)cc3)c2c(=O)o1,15,-4,6,2,11,10,-1.8,-6,-7,-13,5
CC1Cc2ccccc2N1C(=S)NC(=O)c1cccc(Br)c1 (stereo unspecified),1,1,11,-6,2,-4,-4.1,13,-17,5,6
O=C(O)CC1=C(O)C(=O)N(c2ccccc2)C1c1ccc(Br)cc1 (stereo unspecified),-7,-12,8,1,-14,8,-1.9,-4,6,-10,0
O=C(CC12CC3CC(CC(C3)C1)C2)NC(=S)NCc1ccccc1,-13,-1,22,-3,-21,8,-0.4,-8,4,-5,9
COc1cc(OC)cc(C(=O)Nc2cccnc2)c1,5,-1,2,6,5,7,-3.4,3,2,0,1
CCOc1ccccc1Oc1c(C)oc2cc(OC(=O)N3CCOCC3)ccc2c1=O,-2,-1,0,-3,8,5,-1.6,13,-2,-33,12
CCN1/C(=C/c2ccc3cc(C)ccc3[n+]2CC)Sc2ccc3sccc3c21,21,0,-6,-8,14,39,14*,x,5,31,x
CCOC(=O)c1csc(NC(=O)CSc2nnc(C3CC3)n2C)n1,-9,2,3,-1,-16,6,-1.2,-4,3,-8,2
COc1ccc2[nH]c3c(c2c1)CCN1C(=O)N([C@@H](C)C(=O)NCC2CCCO2)C(=O)[C@]31C (stereo partly specified),-1,-5,-1,0,-12,10,0.1,2,-3,0,-9
COc1ccc(C(=O)COC(=O)C(CCSC)NC(=O)COc2ccccc2)c(OC)c1 (stereo unspecified),8,-12,2,-1,3,-12,-1.4,-24,-2,2,-4
Cc1cc(C)n2c3c(c(C#N)c2n1)CCCC3,-5,1,-1,-6,-4,8,0.9,14,6,3,10
NC(=O)C1CCN(C(=O)CCSc2ccccc2)CC1,-22,-7,-9,-1,-46,-22,2.1,-36,-1,-45,-50
O=C(/C=C/Nc1cccc([N+](=O)[O-])c1)c1ccco1,-42,6,-13,-17,-18,-92,1.8,-42,5,-92,-40
COc1ccc(-c2cc(NC=O)c3ncc(-c4cccc(C(=O)N(C)C)c4)n3c2)cn1,x,x,-26,-8,7,-24,7.5,2,8,-24,-22
COc1ccc(NC(=O)N[C@H]2C=C[C@@H](CC(=O)NC3CCC3)O[C@@H]2CO)cc1,x,x,x,-8,10,x,x,18,-5,x,-43
O=C(NC1CCCC1)c1cc(-c2ccccc2)on1,2,6,6,-3,-52,-91,-2.4,-44,-3,-128,4
CCC(C)NC(=O)Cn1cnc2sc(C)c(S(=O)(=O)N3CCN(c4ncccn4)CC3)c2c1=O (stereo unspecified),-3,-2,-3,-8,13,17,-1.2,-19,-2,-7,7
# (more compounds)
SMILES,LMP1 NFkB inh,TLR9-MyD88 block,MC4R antag cAMP,NOD2-RIPK2 inh,LRH-1 inv ag,SRC3 inh,MC4R ag barr,NCOA2 inhibitor,ABHD5 PLIN5 PPI,SRC1 inh,NR2F2 inh
O=C(NC1CCCCC1)C(c1ccncc1)N(C(=O)c1csnn1)c1ccc(F)cc1 (stereo unspecified),-1,-6,5,1,0,6,1.1,-29,-7,6,15
CSCCC(NC(N)=O)C(=O)Nc1cccc(C#N)c1 (stereo unspecified),-8,-4,1,-5,6,10,-1.1,-10,0,2,-2
COc1ccc(N(C(=O)c2cccnc2)S(=O)(=O)c2ccc3c(c2)n(C)c(=O)n3C)cc1,0,7,1,-1,1,30,-1.6,-31,-10,-12,0
O=C(OCC(=O)c1ccc[nH]1)c1ccc(S(=O)(=O)C(F)F)cc1,-1,-8,2,-5,-1,6,-0.4,-11,3,1,-17
Cn1c(=O)cc(OCC(=O)N2CCCc3ccccc32)c2ccccc21,2,-3,-5,4,-9,13,-2.6,-3,-9,0,-21
O=C(CN1CCCc2ccccc21)NC(=O)NCc1ccco1,-2,0,-3,-3,11,-42,-0.1,-24,19,-7,-5

# Some of the compounds tested; count on the stated rates, not on these rows.
